NTR1 ag: agonists of NTR1, primary screen, imaging, U2OS cells, beta-arrestin-GFP, high content (AID 493036); NTR1-U2OS beta-arrestin-GFP spot imaging, agonist mode; 330,000 tested, 0.17% active; activation, % at 20 µM; Neurotensin receptor type 1 (Homo sapiens), P30989;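 active = activation at or above 40% of the spot to cytoplasm intensity ratio, with at least 20 cells analyzed; inconclusive = wells under 20 cells, flagged as cytotoxic or low count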;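 note: 0% = DMSO without peptide and 100% = 100 nM NTR1 peptide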
Target sequence (P30989 whole entry, looked up): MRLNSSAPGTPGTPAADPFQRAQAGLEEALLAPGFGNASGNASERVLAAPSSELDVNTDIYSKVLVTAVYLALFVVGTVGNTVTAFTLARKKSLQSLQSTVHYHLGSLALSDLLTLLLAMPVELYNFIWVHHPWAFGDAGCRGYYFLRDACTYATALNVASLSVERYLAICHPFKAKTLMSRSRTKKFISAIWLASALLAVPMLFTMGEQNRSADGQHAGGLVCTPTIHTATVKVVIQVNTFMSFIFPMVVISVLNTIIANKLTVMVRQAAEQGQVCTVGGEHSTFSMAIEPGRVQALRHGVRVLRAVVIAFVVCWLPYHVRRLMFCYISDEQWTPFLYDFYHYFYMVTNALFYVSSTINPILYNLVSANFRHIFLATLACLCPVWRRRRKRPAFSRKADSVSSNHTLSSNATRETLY
NS5 inhibitors: Dengue-2 NS5 methyltransferase inhibitors, primary screen, biochemical, confirmation dose response (AID 588689) | Dengue-2 NS5 methyltransferase capping enzyme assay, biochemical; higher % means a stronger effect | Genome polyprotein (Dengue virus type 2 (strain 16681-PDK53)) | one-dose inhibition, % at 25 µM; IC50 in µM for titrated hits | 340,000 tested, 0.3% active; in the data active = a potency from the dose series; inconclusive = inhibition above about 29% without an active follow-up result
UTI89 phage lysis: inhibition of K1F phage lysis, E. coli UTI89, bacterial capsule biogenesis inhibitors, alamar blue (AID 488966); E. coli UTI89 K1F phage lysis, alamar blue, 2 h; higher % means a stronger effect; inhibition, % at 100 µM, or IC50 in µM where a hit was titrated; 340,000 tested, 0.02% active;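 active = phage lysis inhibition, versus mean bacterial control, above a set limit; inconclusive = no clear call, values can overlap the other calls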;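 note: capsule biogenesis inhibitors block K1F phage lysis so surviving cells raise fluorescence; higher fluorescence means more inhibition of phage lysis; actives were called in the ten point dose series up to 300 µM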
NTR1 ag cell count 20 µM: also measured in NTR1 ag; calls as there; cell count; measured here: cell count, cytotoxicity flag
NS5 inhibitors pilot replicate: second read-out of NS5 inhibitors, no call of its own (marks repeat the call); inhibition, %; measured here: pilot screen replicate inhibition
* marks the source's active call; other numbers are inactive results; u = inconclusive; [ ] = remark or other dose. These rows are one share of the data; count on the stated rates, not on these rows.

SMILES	NTR1 ag	NTR1 ag cell count 20 µM	NS5 inhibitors	UTI89 phage lysis	others
Cc1ccc(Br)c(NS(=O)(=O)c2cccc(C(=O)N3CCNC(=O)C3)c2)c1	2.1	69	-7%	0.6%[50 µM]
Cc1cc(C)c(C#N)c(SCC(=O)N(CCC#N)c2ccc3c(c2)OCCO3)n1	0.6	76	2%	1.2%[50 µM]
CCN(C[C@H]1N[C@@](Cc2ccccc2)(C(=O)OC)[C@H]2C(=O)N(Cc3ccccc3)C(=O)[C@@H]12)S(=O)(=O)c1ccccc1	4.5	61	0%	0.1%
Cc1cc(C)n2c(SCC(=O)Nc3cccc(S(N)(=O)=O)c3)nnc2n1	2.4	66	8%	1.2%
CN(C(=O)c1ccc(NC(=O)C2CCCN(C(=O)OC(C)(C)C)C2)cc1)C1CC1 (stereo not given)	-1.7	56	-11%	-1.1%
C[C@H](CO)N1C[C@H](C)[C@@H](CN(C)C(=O)Nc2ccc(C(F)(F)F)cc2)Oc2c(cccc2N(C)C)C1=O	3.3	64	-2%	-0.1%
CN(C)CCOc1ccc(-c2c(-c3ccsc3)sc3ccccc23)cc1	5.2	45	-2%	-3.5%
O=C(CSc1nccc(=O)[nH]1)NC1CCCCCCC1	2.5	69	-12%	0.6%[50 µM]
O=S(=O)(NCc1nnc2ccccn12)c1ccc(F)cc1	-0.5	52	-4%	0.7%[50 µM]
Cc1ccc(S(=O)(=O)N2CCCCC2)cc1C(=O)OC(C)C(=O)NCC1CCCCC1 (stereo not given)	2.4	46	-11%	0.9%[50 µM]
Cc1ccc(C(=O)OCC(=O)NC2CCCCCC2)c(C)c1	2.8	71	-4%	1.6%[50 µM]
Cc1cc(Cl)ccc1OCC(=O)NNC(=O)c1ccc(=O)[nH]c1	2.4	71	4%	-0.2%
Cc1cc2oc(=O)cc(-c3ccccc3)c2c(C)c1-c1ccc(N(C)C)cc1	3.4	47	2%	0.1%	NS5 inhibitors pilot replicate=2.1
O=C(NN=Cc1c(F)c(F)c(F)c(F)c1F)c1ccc(NS(=O)(=O)c2cccs2)cc1	11	62	-1%	-2.6%
O=C(C[C@H]1C/C=C\CC[C@@H](Cc2ccc(F)cc2)C(=O)O[C@H](c2ccccc2)CNC1=O)N[C@H](CO)Cc1ccccc1	15	63	-8%	0.1%	NS5 inhibitors pilot replicate=-5.4
Cc1noc(C)c1S(=O)(=O)Nc1ccc2c(c1)CC(=O)N([C@H](C)CO)C[C@H](C)[C@H](CN(C)S(=O)(=O)c1ccc(F)cc1)O2	-2.3	55	-6%	-0.8%
CC(C)NC(=O)Nc1cccc2c1O[C@H](CN(C)S(C)(=O)=O)[C@@H](C)CN([C@H](C)CO)C2=O	-1.5	61	4%	0.2%	NS5 inhibitors pilot replicate=-0.9
Cc1ccc2nc(SCC(=O)Nc3ccc4[nH]c(=O)[nH]c4c3)[nH]c2c1	-0.3	59	-5%	0.4%[50 µM]
CC[C@]12c3[nH]c4ccc(Cl)cc4c3CCN1C(=O)[C@@H](CC(=O)NCCc1ccccn1)C[C@@H]2C(=O)N1CCN(C(=O)C2CC2)CC1	4.0	46	-2%	-0.1%
O=C1c2ccc(-c3ccc(F)cc3OCc3ccccc3)cc2S(=O)(=O)c2cccc(C(=O)N3CCN(c4ncc(Cl)cc4Cl)CC3)c21	0.2	60	-4%	-0.9%
CSc1ccc(Cl)c(C(=O)OCC(=O)N2CCN(c3ccccc3)CC2)c1	2.0	55	3%	0.7%[50 µM]
CCCn1c(N)c(C(=O)COC(=O)COc2ccc(Cl)c(C)c2)c(=O)n(C)c1=O	4.2	59	1%	0.8%[50 µM]
C[C@]12c3[nH]c4cc(-c5ccco5)ccc4c3CCN1C(=O)[C@@H](CC(=O)NCc1cccc(C(F)(F)F)c1)C[C@@H]2C(=O)N1CCCCC1	3.6	58	-9%	0.0%	NS5 inhibitors pilot replicate=-1.8
COc1ccc(CC(=O)OCC(=O)Nc2cccc(C(C)=O)c2)cc1OC	0.4	48	-1%	0.1%[50 µM]
CCCCn1c(N)c(N(Cc2ccccc2)C(=O)COc2ccccc2F)c(=O)[nH]c1=O	-0.7	65	-6%	0.9%[50 µM]

The closing three compounds of the section before open the next one:
SMILES	NTR1 ag	NTR1 ag cell count 20 µM	NS5 inhibitors	UTI89 phage lysis	others
C[C@]12c3[nH]c4cc(-c5ccco5)ccc4c3CCN1C(=O)[C@@H](CC(=O)NCc1cccc(C(F)(F)F)c1)C[C@@H]2C(=O)N1CCCCC1	3.6	58	-9%	0.0%	NS5 inhibitors pilot replicate=-1.8
COc1ccc(CC(=O)OCC(=O)Nc2cccc(C(C)=O)c2)cc1OC	0.4	48	-1%	0.1%[50 µM]
CCCCn1c(N)c(N(Cc2ccccc2)C(=O)COc2ccccc2F)c(=O)[nH]c1=O	-0.7	65	-6%	0.9%[50 µM]
COCCn1c(C)cc(C(=O)CN2c3cccc4cccc(c34)S2(=O)=O)c1C	-0.3	54	-28%	-1.3%
COCCCNC(=O)C[C@H]1C[C@H](C(=O)N2CCOCC2)[C@@]2(C)c3[nH]c4ccc(Cl)cc4c3CCN2C1=O	4.7	47	1%	0.3%	NS5 inhibitors pilot replicate=-0.9
O=C(COC(=O)Cc1ccc(S(=O)(=O)N2CCOCC2)s1)Nc1ccc(F)cc1F	2.1	67	-6%	0.4%[50 µM]
O=C(COC(=O)c1ccc(O)cc1)c1ccc2c(c1)OCCO2	1.1	66	2%	0.8%[50 µM]
COc1ccccc1CNS(=O)(=O)c1cc(C(=O)NCC2CCCO2)c(Cl)cc1Cl (stereo not given)	2.1	39	-5%	1.2%
COc1ccc(OC)c(S(=O)(=O)NCC(=O)NC2CCCc3ccccc32)c1 (stereo not given)	-1.6	57	7%	0.8%[50 µM]
Cc1ccc(C(=O)OCC(=O)N2CCCCCC2)cc1S(=O)(=O)N1CCOCC1	-0.7	57	-6%	-0.2%
O=C(Cc1coc2cc(O)ccc12)NNC(=O)c1ccc(Br)s1	1.1	67	0%	0.2%[50 µM]
COc1ccc(C=NNC(=O)c2ccccc2OCc2ccc(F)cc2)c(OC)c1	23	56	9%	0.5%[50 µM]
COc1ccccc1C(=O)NCC(=O)OCC(=O)N1CC(C)OC(C)C1 (stereo not given)	-1.2	33	3%	1.4%[50 µM]
COCc1c(C(=O)OCC(=O)NCc2ccco2)oc2ccccc12	0.1	65	1%	-0.1%[50 µM]
COc1ccccc1NC(=O)[C@@H]1CCCN1S(=O)(=O)c1ccc(Cl)cc1	1.5	35	-4%	0.5%[50 µM]
O=C(O)CC(NS(=O)(=O)c1ccc2c(c1)OCCO2)c1ccccc1[N+](=O)[O-] (stereo not given)	0.3	56	0%	-1.4%
CCCCCCCCCC(=O)N[C@@H]1c2cc(OC)c(OC)cc2C[C@H]1O	3.6	52	1%	0.1%	NS5 inhibitors pilot replicate=0.3
CN(C)C(=O)CCc1ccc2c3c([nH]c2c1)[C@]1(C)[C@@H](C(=O)N2CCCCC2)C[C@H](CC(=O)NCCC2=CCCCC2)C(=O)N1CC3	1.4	46	-5%	-0.1%	NS5 inhibitors pilot replicate=-0.6
COc1ccc(C2/C=C\CC(NS(=O)(=O)c3ccc(C)cc3)CC(=O)N2Cc2ccccc2F)cc1 (stereo not given)	4.0	63	0%	0.3%	NS5 inhibitors pilot replicate=0.0
COC(=O)C1(C)NCCc2c1[nH]c1ccccc21 (stereo not given)	-0.4	101	-6%	4.4%
NS(=O)(=O)c1ccc(CCNC(=O)c2ccc(Cl)c(S(=O)(=O)NCc3ccco3)c2)cc1	-1.5	71	13%	2.9%
COc1ccc(-c2cccc(-c3cc(=O)oc4cc5c(cc34)OCO5)c2)cc1	2.5	67	3%	1.5%	NS5 inhibitors pilot replicate=3.3
COc1ccc(C(CNC(=O)c2ccc(S(=O)(=O)N3CC(C)CC(C)C3)cc2)N(C)C)cc1 (stereo not given)	2.1	65	-4%	1.6%
CC(C)CN(C(=O)CCNC(=O)c1ccc([N+](=O)[O-])cc1)C1CCS(=O)(=O)C1 (stereo not given)	0.5	78	3%	1.6%
CCCn1c(SCC(=O)Nc2ccc3c(c2)OCO3)n[nH]c1=O	-0.2	58	6%	1.3%
CCN1C(=O)[C@H]2[C@@H](c3ccc(-c4ccc(C(C)=O)cc4)cc3)N[C@@](C)(C(=O)OC)[C@H]2C1=O	-1.1	36	5%	-1.8%
CC(C)(C)NC(=O)C[C@H]1C[C@H](C(=O)N2CCCCC2)[C@@]2(C)c3[nH]c4ccc(Cl)cc4c3CCN2C1=O	5.2	48	-6%	0.1%	NS5 inhibitors pilot replicate=-4.9
O=C(COC(=O)COc1ccccc1)Nc1ccc(Br)cc1F	-1.4	61	9%	-0.3%

Quoted at random: four entries already listed, in no set order.
SMILES	NTR1 ag	NTR1 ag cell count 20 µM	NS5 inhibitors	UTI89 phage lysis	others
CCCn1c(SCC(=O)Nc2ccc3c(c2)OCO3)n[nH]c1=O	-0.2	58	6%	1.3%
CC(C)CN(C(=O)CCNC(=O)c1ccc([N+](=O)[O-])cc1)C1CCS(=O)(=O)C1 (stereo not given)	0.5	78	3%	1.6%
CN(C)C(=O)CCc1ccc2c3c([nH]c2c1)[C@]1(C)[C@@H](C(=O)N2CCCCC2)C[C@H](CC(=O)NCCC2=CCCCC2)C(=O)N1CC3	1.4	46	-5%	-0.1%	NS5 inhibitors pilot replicate=-0.6
Cc1ccc(C(=O)OCC(=O)N2CCCCCC2)cc1S(=O)(=O)N1CCOCC1	-0.7	57	-6%	-0.2%

New compounds follow.
SMILES	NTR1 ag	NTR1 ag cell count 20 µM	NS5 inhibitors	UTI89 phage lysis	others
Cc1cccc(CNc2ncnc3ccc(-c4cccnc4)cc23)c1	-1.3	47	-11%	1.0%
CC(=O)c1ccc(OCCCC(=O)NCc2nnc3ccccn23)cc1	0.4	66	-7%	0.4%[50 µM]
O=S(=O)(c1ccc2c(c1)OCCO2)C1CCC(S(=O)(=O)c2c(F)cccc2F)CC1 (stereo not given)	-1.9	44	2%	0.7%
NC(N)=S	-0.6	59	u	1.5%
Cc1cc(Br)c(NC(=O)COC(=O)CC2CC3CCC2C3)c(Br)c1 (stereo not given)	1.9	60	0%	0.3%
NC(=O)C1CCN(c2ccc(S(=O)(=O)N3CCCCC3)cc2[N+](=O)[O-])CC1	-0.5	70	0%	5.0%
CCN(C[C@H]1N[C@@](Cc2ccccc2)(C(=O)OC)[C@H]2C(=O)N(C)C(=O)[C@@H]12)C(=O)COc1ccccc1	-1.8	49	0%	0.2%	NS5 inhibitors pilot replicate=-2.4
COc1ccccc1NCC(=O)NN=C1CCS(=O)(=O)c2ccc(F)cc21	0.7	63	-7%	0.7%[50 µM]
C[C@H](CO)N1C[C@H](C)[C@@H](CN(C)C(=O)Nc2ccc3c(c2)OCO3)Oc2ccc(NC(=O)C3CCCCC3)cc2C1=O	-1.1	80	-2%	1.0%
O=C(COC(=O)c1ccc(Cl)nc1)NCCc1ccc(F)cc1	-1.4	63	-6%	0.5%[50 µM]
O=C(Cn1cnc2c(NCc3ccccc3)ncnc21)NCc1ccccn1	-0.5	63	4%	0.5%	NS5 inhibitors pilot replicate=4.3
CCN(CC)CCn1c2c(c(SCC(=O)Nc3cccc(C(C)=O)c3)nc1=O)CCCC2	1.5	55	-8%	-0.2%[50 µM]
O=C(Nc1nccs1)[C@@H]1CCCN1S(=O)(=O)c1ccccc1F	-0.8	82	2%	1.1%[50 µM]
Cc1ccc(S(=O)(=O)N(C)C[C@@H]2Oc3ccc(NS(C)(=O)=O)cc3CC(=O)N([C@H](C)CO)C[C@@H]2C)cc1	-0.5	64	-9%	0.6%
CC(C)C(NC(=O)c1c(F)cccc1F)C(=O)N1CCN(c2ncccn2)CC1 (stereo not given)	1.1	44	-8%	0.9%[50 µM]
Cc1cc(C)n2nc(SC(C)C(=O)N3CCCC3)nc2n1 (stereo not given)	-1.8	59	2%	1.0%[50 µM]
Cc1ccc(SCC(=O)N2CCN(S(=O)(=O)c3cccs3)CC2)cc1	3.6	60	2%	-2.2%
CC(C)CN1Cc2ccccc2Oc2cc(Br)ccc2S1(=O)=O	4.4	54	-6%	0.1%	NS5 inhibitors pilot replicate=1.8
CCN1C(=O)[C@H]2[C@H]3CN=C(SCc4ccc(Cl)cc4)N3[C@@](C)(C(=O)OC)[C@H]2C1=O	2.9	65	-4%	0.1%	NS5 inhibitors pilot replicate=0.6
CCOC(=O)c1ccc(-c2ccc3oc(-c4ccsc4)cc(=O)c3c2)cc1F	-0.8	45	2%	0.4%
COc1ccc(S(=O)(=O)Nc2cccc3c2O[C@H](CN(C)CC2CC2)[C@@H](C)CN([C@H](C)CO)C3=O)cc1	-1.1	44	6%	-0.8%
Cc1cccc(C)c1NC(=O)CN(C)C(=O)CCC(=O)N1CCOCC1	-0.2	54	2%	-2.4%
CCN1CCN(c2ccc(S(=O)(=O)N3CCOCC3)cc2NC(=O)c2cccc([N+](=O)[O-])c2)CC1	3.1	54	6%	-4.3%
CCOC(=O)N1CCN(C(=O)CSc2ncnc3sccc23)CC1	-1.0	47	-5%	1.3%[50 µM]
NC(=O)C1CCN(c2nc(-c3ccccc3N)cs2)CC1	-2.1	47	1%	1.0%

Source: PubChem
